Assay outcomes as filed in PubChem.
rCAG binder – r(CAG) repeat RNA binding; TO-PRO-1 dye displacement fluorescence; inhibition, % at 3 µM; 370,000 compounds, 1.3% hits; AID 651821;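 active = inhibition above the plate cutoff, the mean of all test compounds on that plate plus 3 SD, cut at about 35% in these data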;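 also: 0% = DMSO alone and 100% = 100 µM mitoxantrone as full dye displacement; higher means more dye released from RNA so lower well fluorescence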
Rev-erbA mod – Rev-erb alpha (human) modulation; 370,000 compounds, 0.79% hits; activity, % at 10 µM; Rev-erbα–FITC-DNA binding, fluorescence polarization, 90 min; P20393;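 active = activity above about 14%, limit read from the data; passing the limit was not always enough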;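 also: 0% = DMSO wells with 35 nM protein and 100% = DMSO wells with 750 nM protein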
Target sequence (P20393 whole entry, looked up): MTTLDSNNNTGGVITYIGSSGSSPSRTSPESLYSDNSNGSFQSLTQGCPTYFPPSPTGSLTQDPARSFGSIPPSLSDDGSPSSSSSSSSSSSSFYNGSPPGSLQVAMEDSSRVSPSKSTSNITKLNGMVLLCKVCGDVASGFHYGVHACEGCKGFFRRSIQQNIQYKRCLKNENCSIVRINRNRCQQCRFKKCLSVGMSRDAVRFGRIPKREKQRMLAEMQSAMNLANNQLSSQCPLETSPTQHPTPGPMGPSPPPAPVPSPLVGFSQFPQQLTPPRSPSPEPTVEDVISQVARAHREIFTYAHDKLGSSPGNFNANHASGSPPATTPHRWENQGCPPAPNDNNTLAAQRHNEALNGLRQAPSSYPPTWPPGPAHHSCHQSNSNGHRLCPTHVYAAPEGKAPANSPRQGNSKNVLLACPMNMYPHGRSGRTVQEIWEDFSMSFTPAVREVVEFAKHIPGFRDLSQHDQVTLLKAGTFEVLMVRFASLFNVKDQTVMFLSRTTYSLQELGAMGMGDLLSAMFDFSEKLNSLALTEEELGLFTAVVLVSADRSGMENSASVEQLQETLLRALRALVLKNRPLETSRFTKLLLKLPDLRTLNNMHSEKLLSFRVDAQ
ARFGAP1 inh – inhibitors of rat ARFGAP1. Arfgap1-stimulated ARF1 GTP hydrolysis, GDP FP detection. inhibition, % at 16.5 µM. 360,000 compounds, 0.26% hits. AID 651572;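 active = inhibition above a per-plate limit, mean inhibition of low control wells plus 3 SD, cut at about 25% in these data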;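 also: 0% = DMSO wells with enzyme and 100% = wells lacking Arfgap1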
Target sequence (Q62848 1-136 limits assumed): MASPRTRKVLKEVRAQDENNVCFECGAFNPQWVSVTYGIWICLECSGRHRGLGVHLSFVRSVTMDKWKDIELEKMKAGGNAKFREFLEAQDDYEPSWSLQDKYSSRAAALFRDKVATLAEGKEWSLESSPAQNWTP
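Material: rat Arfgap1 GAP domain (His6, aa 1-136), purified enzyme. Also added: human ARF1(Δ1-17)-GTP substrate. Compound dosing: 16.5 µM single point, 1.26% DMSO. Timing: enzyme reaction 120 min at 25 °C after 20 min preincubation. Signal: GDP detection by fluorescence polarization. Read-out basis: percent inhibition of GAP-stimulated GDP formation, scaled between DMSO and no-Arfgap1 medians.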
mABHD4 FP – inhibitors of mouse ABHD4; Q8VD66; purified mABHD4, FP-Rh probe fluorescence polarization; inhibition, % at 8.92 µM; 370,000 compounds, 0.54% hits; AID 720543;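 active = inhibition exceeding the mean over every tested compound plus 3 SD, cut at about 30% in these data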;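 also: 0% = plate median of compound wells and 100% = S159A mutant with DMSO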
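Assay system: mABHD4 protein; medium: HEPES pH 7.0, NaCl, Pluronic buffer; dosing: 8.92 µM, single dose; schedule: 45 min + 60 min at 25 °C; signal: FP readout, ex 525 nm / em 598 nm; read-out: normalized percent inhibition of probe labeling; repeats: single replicate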
PG9 Ab binder – binds the HIV-1 gp120 antibody PG9; 360,000 compounds, 0.43% hits; TR-FRET gp120-PG9 antibody binding; inhibition, % at 6.7 µM; in the data active = inhibition above about 8.5%
HTRA1 inhibitor – HTRA1 (human) protease inhibition. Q92743. recombinant HTRA1, FP-rhodamine activity-based probe, fluorescence polarization. inhibition, % at 5.96 µM. 340,000 compounds, 0.5% hits; in the data active = inhibition above about 36%;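 also: 0% = enzyme with DMSO and 100% = wells lacking enzyme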
GC-A act – GC-A (human) enzyme activation | HEK293 GC-A cells, cGMP TR-FRET, EC30 ANP; 0% at EC30 ANP, 100% saturating ANP | P16066 | 370,000 compounds, 0.14% hits | activation, % at 10 µM | AID 1671463; in the data active = activation above about 40%
GC-B act – GC-B (human) receptor activation; P20594; 370,000 compounds, 0.11% hits; activation, % at 10 µM; HEK293-GC-B cells, CNP EC30, cGMP TR-FRET; 0% at EC30 CNP, 100% saturating CNP;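 active = activation at 10 µM reaching about 35% in either raw or pattern-adjusted values, limit read from the data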
ASAP1 inh – ASAP1 ArfGAP inhibition. inhibition, % at 16.5 µM. AID 624377. ASAP1-stimulated ARF1 GTP hydrolysis, GDP FP detection. 360,000 compounds, 0.19% hits. Q9ULH1; in the data active = inhibition above about 25%;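 also: 0% = vehicle with enzyme and substrate and 100% = no enzyme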
SMARCA2 act – increases SMARCA2 function in MMTV reporter cells. MG213 cells, MMTV-luciferase reporter, dexamethasone, overnight. activation, % at 9.1 µM. 370,000 compounds, 1% hits. AID 652017; in the data active = activation above about 7.8%;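 also: 0% = vehicle wells and 100% = reference activator wells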
* = called active by the depositor; · = not tested or not shown.

SMILES	rCAG binder	Rev-erbA mod	ARFGAP1 inh	mABHD4 FP	PG9 Ab binder	HTRA1 inhibitor	GC-A act	GC-B act	ASAP1 inh	SMARCA2 act
C=CCn1c(=O)c2ccccc2n2c(SCC(=O)NCc3cccs3)nnc12	2	-3	8	1	0.6	0	-2	-3	7	-1
CC(C)CCN(C)[C@H]1C[C@H]2c3[nH]c4ccccc4c3CCN2C[C@H]1[C@H](C)O	-2	-4	-5	1	1.1	·	-2	4	-11	-5
Cc1nc(SCC(=O)Nc2nnc(C(C)C)s2)n[nH]1	2	3	6	-4	0.9	4	2	3	6	-2
Cc1ccccc1NC(=O)Nc1nc(CN(C)C)cs1	1	-6	11	3	-0.2	·	0	3	-12	1
CCCS(=O)(=O)N1CCCC(C(=O)NCC2CCCO2)C1 (stereo unspecified)	7	0	15	-10	2.4	3	1	2	-4	-7
COC(=O)c1sccc1NC(=O)Nc1cc(C)ccc1OC	-1	3	-8	-5	-0.6	-17	-4	-10	6	-1
CC(=O)C1=C(NC(=O)c2ccc(C(F)(F)F)cc2)C[C@@H]2[C@H]1C2(C)C	-8	-3	2	0	-2.1	3	-2	0	4	-4
O=C(NCCCN1CCOCC1)C1CCC(=O)N1CCc1ccccc1 (stereo unspecified)	4	2	-3	3	-1.7	1	8	3	12	5
Cc1cccc(Cn2c(NCC(C)O)nc3c2c(=O)n(C)c(=O)n3C)c1 (stereo unspecified)	-5	-2	-8	8	-1.8	6	10	12	-5	-1
COc1ccc(C(=O)NCc2ccccn2)cc1	-1	·	4	5	-0.7	5	·	·	4	-3
CCOC(=O)C1(C#N)Cc2ccccc2C1	1	-5	4	-3	0.4	-2	6	1	-7	-2
C=CCn1c(COc2ccccc2)nnc1SCC(=O)NCC(=O)OCC	-8	-2	6	1	-0.6	1	5	-4	12	-2
C/C(=N\NC(N)=O)C1CC(Cc2ccccc2)C(=O)O1 (stereo unspecified)	-1	-7	-1	2	-1.0	-5	2	4	-1	-1
CC(O)(c1cccc(F)c1)c1nc(-c2cccc(C(F)(F)F)c2)cs1 (stereo unspecified)	3	-1	14	-36	0.2	·	0	-3	10	-3
Cc1cc(C)nc(SCc2ccc3nonc3c2)n1	-2	-3	5	-1	-0.9	-1	2	1	-7	-2
O=C(Oc1ccccc1N1C(=O)CCC1=O)c1ccco1	-3	-4	7	-4	3.7	0	4	-3	5	-9
CCCCCCCOC(=O)c1nc(Cl)c(Cl)c(N)c1Cl	2	3	-3	-49	-0.6	-43	-3	3	0	0
O/N=C\c1cccn1-c1nccs1	-2	-4	3	-3	-0.3	0	2	1	-3	1
CC(C)(C)OC(=O)N[C@@H](Cc1ccccc1)c1nnc(SCC(=O)c2ccc(Cl)cc2)o1	-2	0	-7	-15	-0.2	3	5	4	1	3
COc1ccccc1CC(=O)Nc1cccc(C(=O)Nc2nccs2)c1	-4	-7	6	0	0.0	-12	1	5	-12	0
CN(Cc1cn(C)nc1-c1ccc(Oc2ccccc2)cc1)Cc1cnc2ccccn12	-4	6	-6	5	0.2	-21	-4	-7	-11	-7
Nc1nnc(SCC(=O)NNC(=O)c2ccc([N+](=O)[O-])cc2)s1	0	-2	-3	2	1.0	-2	0	3	-5	1
Cc1nn(Cc2c(F)c(F)c(F)c(F)c2F)c(C)c1NC(=O)c1ccc(COc2ccc(F)cc2)o1	-5	-6	1	-10	-1.6	-22	4	-7	-10	-7
O=[N+]([O-])c1cccc(-n2nnnc2CN2CCCCCC2)c1	-3	2	9	2	-3.9	3	1	-3	-5	6
COc1ccc(C(=O)NCc2ccncc2)cc1S(=O)(=O)N1CCOCC1	5	-2	0	1	0.0	-2	-1	1	-3	-3
CCOc1ccc2nc(NC(=O)C3CCCN(S(=O)(=O)c4c(C)noc4C)C3)sc2c1 (stereo unspecified)	3	3	9	-2	-0.1	-15	-1	-10	2	1
COc1cccc(CNCC(=O)NC(=O)NC2CCCC2)c1	0	-2	3	14	0.5	2	-3	3	-12	-1
CCOC(=O)c1ccc(N2C(=O)CC(N3CCCC(C)C3)C2=O)cc1 (stereo unspecified)	1	-1	-3	-2	-0.1	8	0	3	0	1
c1cc(SSc2ccncc2)ccn1	0	4	-17	7	0.9	3	10	13	5	-1
Cc1c(S(=O)(=O)N2CCN(C(=O)c3ccco3)CC2)c(=O)n(C)c(=O)n1C	0	5	0	-1	-1.3	8	0	0	-8	-3

Two compounds drawn at random from those above, as already listed:
SMILES	rCAG binder	Rev-erbA mod	ARFGAP1 inh	mABHD4 FP	PG9 Ab binder	HTRA1 inhibitor	GC-A act	GC-B act	ASAP1 inh	SMARCA2 act
c1cc(SSc2ccncc2)ccn1	0	4	-17	7	0.9	3	10	13	5	-1
COc1ccccc1CC(=O)Nc1cccc(C(=O)Nc2nccs2)c1	-4	-7	6	0	0.0	-12	1	5	-12	0

(listing goes on)
SMILES	rCAG binder	Rev-erbA mod	ARFGAP1 inh	mABHD4 FP	PG9 Ab binder	HTRA1 inhibitor	GC-A act	GC-B act	ASAP1 inh	SMARCA2 act
Cc1ccc(Sc2ncccc2COC(=O)NC(C)C)cc1	-7	-3	0	-3	1.4	-6	1	8	-7	5
Cc1nnc(SC(C)C(=O)Nc2ccc(S(=O)(=O)N3CCCCCC3)cc2)s1 (stereo unspecified)	0	-5	6	-8	0.0	-11	2	1	-9	-2
C=CCOC(=O)c1ccc(-n2cnc(C)n2)nc1	1	1	-1	-1	0.6	4	0	-3	5	-1
COc1ccc([N+](=O)[O-])cc1N(CC(=O)N1CCN(Cc2ccccc2)CC1)S(C)(=O)=O	-3	6	17	0	0.6	10	0	1	4	-1
COc1ccc(C(CCNCc2ccc(OC(C)C)cc2)c2ccccc2OC)cc1 (stereo unspecified)	17	4	-4	16	3.2	-21	-48	-15	-13	-2
CC(Oc1ccc(Cl)cc1Cl)C(=O)OCC(=O)c1c(N)n(C)c(=O)n(C)c1=O (stereo unspecified)	1	-1	-2	-10	-1.2	-9	5	-3	1	7
CC(=O)Nc1ccc(S(C)(=O)=O)c(C)c1	-3	-3	3	6	-0.6	0	5	-2	0	-2
COc1ccccc1NC(=O)c1ccc(N2CC3CC(C2)c2cccc(=O)n2C3)c(NC(=O)c2cccnc2)c1 (stereo unspecified)	2	-6	-1	19	-0.2	-3	4	1	-1	-2
C=CCN1CC(=O)N2Cc3[nH]c4ccccc4c3C[C@H]2C1=O	-1	-2	-2	-10	-0.2	1	-1	0	8	-1
Cc1cc(NC(=O)c2ccccc2NS(=O)(=O)c2c(C)c(C)cc(C)c2C)no1	25	4	5	-4	0.9	-5	-5	0	-23	-4
CC1CC(C)(C)CC2(C1)NC(=O)N(CC(=O)N1CCN(S(=O)(=O)c3ccc(F)c(F)c3F)CC1)C2=O (stereo unspecified)	-3	4	-5	6	-0.1	-3	4	2	-4	-1
Clc1ccc(C=NC23CN4CN(CN(C4)C2)C3)cc1	4	-5	-3	-4	0.3	-6	1	3	-4	2
O=C(CCN1C(=O)/C(=C/c2ccc(F)cc2)SC1=S)Nc1cc([N+](=O)[O-])ccc1O	6	-3	4	-4	-0.1	9	0	0	11	-1
O=C(c1ccc(S(=O)(=O)N2CCCC2)cc1)N(Cc1ccco1)C1CCS(=O)(=O)C1 (stereo unspecified)	0	3	10	0	0.9	3	1	4	7	1
CC(=O)c1cccc(N(CC(=O)NC2CCCCC2)C(=O)CNC(=O)c2cccs2)c1	-1	-2	0	6	-1.7	2	3	0	3	-1
COc1ccc(/C=N\NC(=O)Cc2cccs2)c(OC)c1OC	0	-5	·	2	·	·	1	-9	·	3
O=C1CN(C(=O)COC(=O)c2cccs2)c2ccccc2N1	2	-3	2	-12	1.5	0	-1	-7	-20	-3
Cc1ccc(OC(C)C(=O)N2CC(=O)Nc3ccccc32)c(C)c1 (stereo unspecified)	-3	0	-14	4	-1.6	3	-7	-2	-1	-2
CCc1ccc(-c2csc3ncn(CC(=O)NCc4ccco4)c(=O)c23)cc1	6	5	2	-6	-1.1	-29	-6	-3	14	-4
Cc1ccc(C(=O)Nc2ccccc2N2CCCCC2)o1	-6	2	-7	5	-3.4	-13	-1	-7	5	-2
COc1ccc(C2=CSC3=NCCN23)cc1Br	-1	0	5	2	-1.3	·	7	1	-10	-6
O=C(NCCCN1CCOCC1)c1cc(-c2ccccc2F)no1	-4	-3	-3	-12	0.1	11	1	0	-2	-1
N#CNC(N)=Nc1cccc(Cl)c1	28	-6	2	-10	-0.8	-47	-2	-6	3	-3

Among those listed so far, 8 contain an aryl thioether with sulfur outside any ring.
SMILES	rCAG binder	Rev-erbA mod	ARFGAP1 inh	mABHD4 FP	PG9 Ab binder	HTRA1 inhibitor	GC-A act	GC-B act	ASAP1 inh	SMARCA2 act
C=CCn1c(=O)c2ccccc2n2c(SCC(=O)NCc3cccs3)nnc12	2	-3	8	1	0.6	0	-2	-3	7	-1
Cc1nc(SCC(=O)Nc2nnc(C(C)C)s2)n[nH]1	2	3	6	-4	0.9	4	2	3	6	-2
C=CCn1c(COc2ccccc2)nnc1SCC(=O)NCC(=O)OCC	-8	-2	6	1	-0.6	1	5	-4	12	-2
Cc1cc(C)nc(SCc2ccc3nonc3c2)n1	-2	-3	5	-1	-0.9	-1	2	1	-7	-2
CC(C)(C)OC(=O)N[C@@H](Cc1ccccc1)c1nnc(SCC(=O)c2ccc(Cl)cc2)o1	-2	0	-7	-15	-0.2	3	5	4	1	3
Nc1nnc(SCC(=O)NNC(=O)c2ccc([N+](=O)[O-])cc2)s1	0	-2	-3	2	1.0	-2	0	3	-5	1
Cc1ccc(Sc2ncccc2COC(=O)NC(C)C)cc1	-7	-3	0	-3	1.4	-6	1	8	-7	5
Cc1nnc(SC(C)C(=O)Nc2ccc(S(=O)(=O)N3CCCCCC3)cc2)s1 (stereo unspecified)	0	-5	6	-8	0.0	-11	2	1	-9	-2

Outcome played no part in choosing rows, and some 4.4% of all compounds hit somewhere here.
